beta cell repl – inducers of beta-cell replication in MIN6 cells. MIN6 cells proliferation, ATPlite luminescence, 48 h; cells starved in 0.2% serum; 100% = growth in 10% serum. proliferation, % at 10 µM. 330,000 tested, 0.29% active. AID 2380;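 active means compounds whose signal lies at least 3.5 SD above the mean of all wells on their plate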;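 further: 0% = DMSO-treated cells in low-serum medium and 100% = 10% serum control; some compounds called inactive have numbers as strong as hits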
hIAP block – blocks human intestinal alkaline phosphatase. purified IAP, CDP-Star luminescence, 30 min. inhibition, % at 10 µM. 330,000 tested, 0.12% active;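 active means inhibition reaching a set limit with compound at 10 µM in the primary screen, cut at about 35% in these data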;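 further: plate controls were DMSO wells with enzyme for no effect and no-enzyme buffer wells for full effect; values of inactives mirror those of a sister screen read the other way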
Target sequence (P09923 whole entry, looked up): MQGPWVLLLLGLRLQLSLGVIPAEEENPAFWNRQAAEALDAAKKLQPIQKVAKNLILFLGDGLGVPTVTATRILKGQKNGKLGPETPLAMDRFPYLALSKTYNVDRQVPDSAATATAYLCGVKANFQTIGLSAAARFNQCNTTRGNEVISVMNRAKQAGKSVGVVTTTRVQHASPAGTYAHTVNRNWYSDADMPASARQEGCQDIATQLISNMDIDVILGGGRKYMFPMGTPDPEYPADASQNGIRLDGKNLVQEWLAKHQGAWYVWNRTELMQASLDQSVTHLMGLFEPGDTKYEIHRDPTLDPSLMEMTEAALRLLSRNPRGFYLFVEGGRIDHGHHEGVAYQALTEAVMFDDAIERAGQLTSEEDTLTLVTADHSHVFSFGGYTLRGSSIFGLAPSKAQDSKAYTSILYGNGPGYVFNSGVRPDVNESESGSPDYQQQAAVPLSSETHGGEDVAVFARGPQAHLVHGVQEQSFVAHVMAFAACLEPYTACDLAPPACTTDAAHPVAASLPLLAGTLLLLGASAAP
hIAP activ – increases human intestinal alkaline phosphatase activity; P09923; purified human IAP, CDP-Star luminescence, 30 min; stronger effect = higher value; 1 = vehicle-only enzyme, 0 = enzyme-free background; activation factor at 10 µM; 330,000 tested, 0.16% active; AID 2524;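 active means activation factor of the enzyme at least 2-fold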; further: the source names both 10 and 20 µM as test concentration; values of inactives mirror those of a sister screen read the other way
mIAP block – blocks mouse intestinal alkaline phosphatase; inhibition, % at 10 µM; AID 2806; purified mouse IAP, CDP-Star luminescence, 30 min; 330,000 tested, 0.2% active;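 active means inhibition of at least 40% at 10 µM in the primary screen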;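 further: plate controls were DMSO with enzyme for no effect and no enzyme wells for full effect; values of inactives mirror those of a sister screen read the other way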
APOBEC3G inh – blocks human APOBEC3G single-stranded DNA deamination; Q9HC16; recombinant A3G, ssDNA deamination FAM/TAMRA fluorescence; inhibition, % at 20 µM; 330,000 tested, 0.28% active; AID 493012;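 active means inhibition of at least 40% at 20 µM, with no more than 30% in the related APOBEC3A deaminase screen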;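 further: plate controls were DMSO wells with A3G for no effect and wells lacking A3G enzyme for full effect; some compounds called inactive have numbers as strong as hits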
Target sequence (Q9HC16 whole entry, looked up): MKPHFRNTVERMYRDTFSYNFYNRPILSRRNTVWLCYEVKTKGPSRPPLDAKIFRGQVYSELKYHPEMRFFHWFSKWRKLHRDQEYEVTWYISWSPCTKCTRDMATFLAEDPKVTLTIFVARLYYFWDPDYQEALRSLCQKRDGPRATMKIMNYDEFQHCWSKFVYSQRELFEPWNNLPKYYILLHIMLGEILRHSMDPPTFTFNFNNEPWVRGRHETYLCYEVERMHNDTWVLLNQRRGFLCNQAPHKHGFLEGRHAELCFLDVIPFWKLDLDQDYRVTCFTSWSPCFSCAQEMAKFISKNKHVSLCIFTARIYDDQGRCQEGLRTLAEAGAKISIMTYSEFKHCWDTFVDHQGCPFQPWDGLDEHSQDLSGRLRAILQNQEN
mIAP act – increases mouse intestinal alkaline phosphatase activity. 330,000 tested, 0.24% active. AID 2805. muIAP, CDP-Star luminescence, 30 min; stronger effect = higher value; 1 = vehicle-only enzyme signal, 0 = enzyme-free wells. activation factor at 10 µM;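 active means activation factor of at least 2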; further: the source names both 10 and 20 µM as test concentration; values of inactives mirror those of a sister screen read the other way
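System: mouse IAP enzyme. Reagent: CDP-Star chemiluminescent phosphatase substrate. Benchmarks: DMSO wells, no-enzyme wells. Times: 30 min enzyme-substrate-compound incubation at room temperature. Detection: luminescence from enzymatic CDP-Star hydrolysis. Doses: test compounds delivered from DMSO solution.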
A3A deaminase – human APOBEC3A DNA deaminase inhibition. P31941. recombinant A3A, FAM/TAMRA ssDNA deamination fluorescence. inhibition, % at 20 µM. 330,000 tested, 0.41% active. AID 493011;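 active means at least 40% inhibition at 20 µM here, with at most 30% in a related deaminase screen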;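 further: plate controls were A3A with DMSO for no effect and wells lacking A3A enzyme for full effect; some results filed as inactive read as strong as hits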
MPTP inh – permeability transition pore inhibition; isolated mouse mitochondria, Ca2+ swelling absorbance, 30 min; inhibition, % at 10 µM; 360,000 tested, 1.4% active; AID 602449;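 active means inhibition of 50% or more, scaled per plate between neutral and stimulator controls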;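 further: 0% = DMSO wells given calcium and 100% = 1 mM EGTA wells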
ATG4B inh – inhibitors of human ATG4B cysteine protease; Q9Y4P1; ATG4B cleavage of LC3-PLA2, NBD-HPC fluorescence, 1 h; inhibition, % at 8.33 µM; 340,000 tested, 0.51% active; in the data active means inhibition above about 40%
* = called active by the depositor; nt = not tested or not shown. Rows are unselected, and some 3.3% of all compounds hit somewhere here.

Molecule,beta cell repl,hIAP block,hIAP activ,mIAP block,APOBEC3G inh,mIAP act,A3A deaminase,MPTP inh,ATG4B inh
O=C(CN1CCCCCC1)Nc1ccccc1[N+](=O)[O-],-1,2,0.98,8,-4,0.93,19,-0.1,8
Cc1ccc(-c2c(C(=O)N/N=C/c3ccncc3)nnn2-c2nonc2N)cc1,-3,6,0.94,8,-1,0.92,-4,-0.9,6
CNC(=O)C12CCC(C)(c3nc4cc(C)c(C)cc4nc31)C2(C)C (stereo not drawn),-2,2,0.98,8,2,0.92,4,2.2,0
CCc1ccc(NC(=O)CN(N=Nc2nonc2C)c2nonc2C)cc1,-4,20,0.8,0,-6,0.99,-1,0.9,1
CC(C)N1CCc2c(sc(NC(=O)CCc3ccccc3)c2C(N)=O)C1,-2,-7,1.1,-23,-2,1.2,12,0.1,-3
COc1cc(C(=O)Nc2ccc(Nc3ccccc3)cc2)cc(OC)c1OC,-1,-1,1,13,-6,0.87,-5,0.6,0
CCN(CC(=O)NCc1cccs1)C(=O)c1ccc(OC)c(S(=O)(=O)N2CCOCC2)c1,-2,18,0.82,-7,3,1.1,4,-0.5,2
CC(=O)C[C@H](O)CC(=O)[C@H]1OC(=O)CCCCCCc2ccccc21,-2,-15,1.2,-4,-9,1,-5,0.2,nt
CCCC1C(=O)Nc2ccccc2N1C(=O)c1cccc(C)c1 (stereo not drawn),-6,6,0.94,2,-5,0.98,-1,-0.1,2
Cc1cccc(NC(=O)C23CCC(C)(C2Br)C3(C)C)c1 (stereo not drawn),-4,1,0.99,-8,-3,1.1,-1,4.5,-9
COC(=O)c1scc(C)c1NC(=O)c1ccccc1F,2,-3,1,4,0,0.96,1,-1.5,0
NCCSC1CC(=O)N(c2ccc(Cl)c(Cl)c2)C1=O (stereo not drawn),-2,-16,1.2,-11,-1,1.1,2,0.1,3
C/C=C(/C)C(=O)Nc1cccc(C2=NOC3(C2)C[C@@H](C(N)=O)N(C(=O)CC)C3)c1 (stereo partly drawn),2,-8,1.1,-4,-2,1,-3,-0.2,0
Cc1nnc(NC(=O)CSc2nnc(CNC(=O)c3ccccc3)o2)s1,0,-23,1.2,17,-4,0.83,1,-0.1,2
COc1ccc(C2=NS(=O)(=O)N(C)C(C(=O)N3CCC(C)CC3)=C2)cc1,-1,24,0.76,14,-7,0.86,-3,0.6,-5

Fetched by compound from above, 3 records:
Molecule,beta cell repl,hIAP block,hIAP activ,mIAP block,APOBEC3G inh,mIAP act,A3A deaminase,MPTP inh,ATG4B inh
CCc1ccc(NC(=O)CN(N=Nc2nonc2C)c2nonc2C)cc1,-4,20,0.8,0,-6,0.99,-1,0.9,1
Cc1nnc(NC(=O)CSc2nnc(CNC(=O)c3ccccc3)o2)s1,0,-23,1.2,17,-4,0.83,1,-0.1,2
O=C(CN1CCCCCC1)Nc1ccccc1[N+](=O)[O-],-1,2,0.98,8,-4,0.93,19,-0.1,8

Following part
Molecule,beta cell repl,hIAP block,hIAP activ,mIAP block,APOBEC3G inh,mIAP act,A3A deaminase,MPTP inh,ATG4B inh
COc1ccc2nc(C)cc(SCC(=O)N/N=C/c3ccccc3)c2c1,0,17,0.83,11,-5,0.89,-2,3.0,-17
O=c1cc(N2CCCCC2)c(-c2ccccc2)nn1Cc1ccc(F)cc1,-6,10,0.9,7,-2,0.93,2,-0.2,11
COc1cccc2cc(C(=O)CS(=O)(=O)c3ccc(C)cc3)c(=O)oc12,5,-12,1.1,11,-11,0.89,-3,-1.1,-5
S=C(NCc1ccncc1)Nc1ccc(Br)cc1Cl,-2,-14,1.1,-3,-5,1,-2,2.2,-1
O=C(Nc1cccc(F)c1)NC1CC2CCCC(C1)N2C1CC1 (stereo not drawn),-3,6,0.94,-38,2,1.4,0,-0.7,-4
Nc1c(C(=O)N2CCCCC2)sc(=S)n1-c1ccccc1,-3,7,0.93,21,56*,0.79,1,-2.6,-4
COc1ccc(OC)c(NC(=O)C2CCCN(S(=O)(=O)c3cccc4nsnc34)C2)c1 (stereo not drawn),-2,-10,1.1,-2,-5,1,1,0.7,4
O=C(CC1CCCC1)N1CCN(S(=O)(=O)c2ccccc2)CC1,8,8,0.93,-9,-8,1.1,-5,-0.8,-3
Cc1cc2n(c1)CCn1c(C)ccc1-2,-2,-7,1.1,-1,-5,1,-7,nt,nt
CCN(CC)CCNC(=O)c1c(C)n(-c2ccccc2)c2cc(Br)c(OC)cc12,-6,-9,1.1,-6,-6,1.1,-1,0.2,3
COc1ccc(C(=O)C2CCCN(Cc3ccc4nonc4c3)C2)cc1OC (stereo not drawn),4,5,0.95,-8,-14,1.1,-1,0.0,-24
CC(OC(=O)c1cc2c(ccc3ccccc32)oc1=O)c1nc2ccccc2s1 (stereo not drawn),0,24,0.77,5,-9,0.95,-2,2.0,-8
Cc1cccc(C2CC(c3ccccc3)Nc3ncnn32)c1 (stereo not drawn),-1,16,0.84,4,-5,0.96,-5,-1.2,2
COc1ccc(C(C(=O)NC2CCCC2)N(C(=O)c2snc(-c3ccc(F)cc3)c2N)c2ccccc2)cc1 (stereo not drawn),-5,-3,1,-10,-7,1.1,-4,-0.9,-12
CCOc1ccc(N(C)S(=O)(=O)c2c[nH]c(C(=O)OC)c2)cc1,3,8,0.92,0,-8,1,-3,-2.3,-7
O=C(Cn1nnc(-c2ccccc2NC(=O)C2CC2)n1)NC1CCCCC1,-1,9,0.91,-10,5,1.1,0,0.9,-13
CC(=O)C1C(c2cccc(Oc3ccccc3)c2)NC(=O)NC1(O)C(F)(F)F (stereo not drawn),-2,-8,1.1,4,-1,0.95,1,3.2,-3
CCO[C@@H]1OC(C(=O)NCc2ccccc2)=C[C@H](C)[C@H]1CCCO,1,3,0.97,-1,15,1,2,0.6,8
CCC(C(=O)Nc1cc(C)nn1-c1nc(C)cc(C)n1)c1ccccc1 (stereo not drawn),6.1*,8,0.93,-1,-1,1,2,-8.3,-10
Cc1ccc(N/N=C(\C#N)C(=N)N2CCCCC2)cc1,0,2,0.98,3,4,0.97,-3,3.6,9
C(=N\N1CCN(c2ccccn2)CC1)/c1ccccn1,-1,12,0.88,-5,-7,1.1,-1,3.3,-1
S=C(Nc1cccc(Cl)c1)N1CCN(Cc2ccccc2)CC1,-2,-4,1,-4,0,1,5,0.7,-1
COc1cc(N/C(N)=N/c2nc(C)cc(C)n2)cc(OC)c1,-1,-26,1.3,1,-1,0.99,3,0.8,4
Cc1ccc(-c2ccc(/C=N/NC(=O)c3ccccc3O)o2)cc1,-6,-7,1.1,8,-5,0.92,-1,nt,nt
Cc1ccc2nc(CCc3ccc(N)cc3)[nH]c2c1,-3,-47,1.5,-21,0,1.2,-10,-1.1,-4
CCn1c(SCC(=O)N2CCOCC2)nc(O)cc1=O,1,0,1,-13,-13,1.1,-5,-2.2,0
C=CCn1c(SCC(=O)NC2CCCCC2)nnc1-c1sc(N)nc1C,-1,-6,1.1,-5,-5,1,-1,-1.6,0
Cc1ccc(NC(=O)CCN2CCC(C)CC2)cc1,-4,-1,1,-10,-5,1.1,-5,-0.6,-3
N#CC1=C(N)n2c(s/c(=C\c3cccs3)c2=O)=C(C#N)C1c1cccs1 (stereo not drawn),-4,4,0.96,11,-7,0.89,0,6.6,27
Nc1nc(CCl)nc(N(c2ccccc2)c2ccccc2)n1,-3,-6,1.1,3,-1,0.97,1,1.4,-13

The last 6 compounds of the part before open the next one:
Molecule,beta cell repl,hIAP block,hIAP activ,mIAP block,APOBEC3G inh,mIAP act,A3A deaminase,MPTP inh,ATG4B inh
Cc1ccc2nc(CCc3ccc(N)cc3)[nH]c2c1,-3,-47,1.5,-21,0,1.2,-10,-1.1,-4
CCn1c(SCC(=O)N2CCOCC2)nc(O)cc1=O,1,0,1,-13,-13,1.1,-5,-2.2,0
C=CCn1c(SCC(=O)NC2CCCCC2)nnc1-c1sc(N)nc1C,-1,-6,1.1,-5,-5,1,-1,-1.6,0
Cc1ccc(NC(=O)CCN2CCC(C)CC2)cc1,-4,-1,1,-10,-5,1.1,-5,-0.6,-3
N#CC1=C(N)n2c(s/c(=C\c3cccs3)c2=O)=C(C#N)C1c1cccs1 (stereo not drawn),-4,4,0.96,11,-7,0.89,0,6.6,27
Nc1nc(CCl)nc(N(c2ccccc2)c2ccccc2)n1,-3,-6,1.1,3,-1,0.97,1,1.4,-13
O=C(CSc1cccc[n+]1[O-])Nc1ccc(Br)cc1Br,-2,2,0.98,-2,-2,1,-2,-2.0,4
O=C(NC1CC1)c1ccc2c(c1)N(Cc1ccccc1)CCS2,-1,-24,1.2,-8,-8,1.1,-3,-1.0,-3
O=C(Nc1cc(C(F)(F)F)ccc1-n1cncn1)c1ccc(Cl)cc1,0,-6,1.1,7,3,0.93,2,-1.8,-5
CN(C)CCc1c[nH]c2ccc(C[C@H]3COC(=O)N3)cc12,0,-5,1.1,4,-7,0.96,-3,nt,nt
N#CC1=C(N)Oc2cc(N)ccc2C1C1CCCCC1 (stereo not drawn),-3,6,0.94,13,0,0.87,7,0.1,-3
CCOC(=O)C(C)n1nc(-c2ccccc2)c2ccccc2c1=O (stereo not drawn),4,6,0.94,-9,1,1.1,2,-0.5,13
Cc1cc(C)cc(NC(=O)c2ccc(NC(=O)c3ccco3)cc2)c1,1,1,0.99,5,-5,0.95,-3,1.4,-14
O=c1c2c3nc4ccccc4nc3n(/N=C/c3ccccn3)c2ncn1-c1ccccc1,-1,-10,1.1,12,1,0.89,2,-0.6,-5
O=C(Nc1ccc(-c2nc3ccccc3o2)c(O)c1)c1cc(-n2cnnc2)ccc1Cl,-2,16,0.84,5,-3,0.95,0,3.4,-12
CCOc1ccc(CCNC(=O)COC(=O)c2nc3nc(C)cc(C)n3n2)cc1OCC,2,-9,1.1,-16,-3,1.2,-2,0.2,-4
CCCC(c1nnnn1C(C)(C)C)N1CCN(c2ccccc2)CC1 (stereo not drawn),5,13,0.87,4,-6,0.96,-5,-0.5,-1
CC(C)(C#N)C(C)(C)c1nn[nH]n1,-4,-62,1.6,-2,-1,1,4,-2.8,0
CCOc1ccc(CCNC(=O)CS(=O)Cc2nc(-c3ccc(C)cc3)oc2C)cc1 (stereo not drawn),-2,-4,1,2,-1,0.98,-1,0.3,4
Cc1cc(C)c2c(CN3CCN(Cc4ccccc4)CC3)cc(=O)oc2c1,7,9,0.91,3,-7,0.97,-2,4.4,0
O=S(=O)(c1ccc(NC(=S)NC2CC2)cc1)N1CCOCC1,0,-11,1.1,-2,-1,1,-1,-0.8,-2
O=C(Cn1c(=O)n(Cc2ccco2)c(=O)c2cc(Cl)ccc21)NCC1CCCO1 (stereo not drawn),-2,-16,1.2,-2,-2,1,-3,-2.0,-4
CCOc1ccc(CCNC(=O)C2CCN(c3nnc(-n4cccc4)s3)CC2)cc1,-3,-2,1,-9,-5,1.1,-2,-0.2,-2

Bioassay records: PubChem BioAssay, Sanford-Burnham Center for Chemical Genomics
